GFP derepression: qHTS Assay for Epigenetic Modulators; 0.09% of 68,000 active; mouse C127i GFP locus derepression, cytometry, 30 h; Potency, µM (series often up to 46.1 µM), for inactives: at the highest dose GFP derepression (activation); further: % of control where 0% means no effect
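Locus derepression in mouse mammary C127i cells whose integrated CMV-GFP reporter is normally silent; GFP expression after 30 h compound treatment was quantified by counting fluorescent cells.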
Hsp90 Hop PPI: qHTS Assay for Disrupters of an Hsp90 Co-Chaperone Interaction; AID 595, 2007; Potency, µM (titrated, usually from 57 µM), inactives show at the top dose activity change, negative = inhibition; Hsp90 C-terminal peptide / TPR2A (Hop) interaction, human; 0.44% of 71,000 active; AlphaScreen TPR2A-His6 binding biotin-Hsp90 C-terminal peptide; active means well fitted curve in either direction with a large enough effect; inconclusive means small, poorly fitted or top-dose-only effect, or another doubt; further: potency means the concentration at half of the fitted maximal effect; on the % scale 0 is the no-effect control and ±100 the full control effect; many of its hits are not listed in these tables
BRCT PPI green: qHTS Assay for Inhibitors of BRCT-Phosphoprotein Interaction (Green Fluorophore); BRCA1 BRCT-phosphopeptide binding, green fluorescence polarization; Breast cancer type 1 susceptibility protein (Homo sapiens), P38398; Potency, µM (doses to about 76.9 µM), for the others: top-dose activity change, negative = inhibition, usual class: inhibitors; 0.05% of 75,000 active;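 further: potency means the concentration at half of the fitted maximal effect; plate controls were peptide without protein for full effect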
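Compounds were incubated for 12 min at room temperature with a complex of 100 nM fluorescein-tagged pBACH1 decapeptide and 250 nM His-tagged BRCT protein. Buffer was phosphate pH 7.3 with EDTA, DTT and Tween 20. Disruption of binding lowers the polarization signal.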
HADH2 inh: qHTS Assay for Inhibitors of HADH2 (Hydroxyacyl-Coenzyme A Dehydrogenase, Type II); 3-hydroxyacyl-CoA dehydrogenase type-2 (Homo sapiens), Q99714; recombinant HADH2, NADH fluorescence, beta-hydroxybutyryl-CoA; Potency, µM (highest dose often 57.1 µM), for the others: top-dose activity change, negative = inhibition, usual class: inhibitors; 3.4% of 73,000 active; AID 886, 2007; further: potency means the concentration at half of the fitted maximal effect; on the % scale 0 is the no-effect control and ±100 the full control effect; nearly all actives have a fitted effect of over 60% in size; many of its hits are not listed in these tables
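Activity measured as NADH fluorescence gain (360/450 nm), taken as the change between first and last reads of a 4-min kinetic run. Conditions: pH 9.0 Tris buffer, 20 nM E. coli-expressed His-tagged enzyme, 1 mM NAD+, 90 uM beta-hydroxybutyryl-CoA; 15-min compound preincubation.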
USP2a inh: qHTS Assay for Inhibitors of Ubiquitin-specific Protease USP2a; Potency, µM (titrated, usually from 38.3 µM), without a hit: at the highest dose activity change, negative = inhibition, most hits filed as inhibitors; USP2a enzymatic assay, qHTS inhibition; 0.1% of 60,000 active; Ubiquitin carboxyl-terminal hydrolase 2 (Homo sapiens), O75604;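 further: potency means the concentration at half of the fitted maximal effect; nearly all actives have a fitted effect of over 60% in size; plate controls were DMSO for no effect and NEM full inhibition control for full effect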
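Inhibition is measured in a cell-free coupled assay with 20 nM USP2 core, 20 nM Ub-PLA2 and 20 uM NBD C6-HPC, 2.5 h incubation. Activity normalized to NEM control.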
Pol III holo inh: qHTS Assay for Inhibitors of DNA Polymerase III Holoenzyme System. reconstituted DNA polymerase III holoenzyme replication, biochemical. Potency, µM (top dose mostly 57.1 µM), for inactives: at the highest dose activity change, negative = inhibition. 0.25% of 71,000 active; further: potency means the concentration at half of the fitted maximal effect; on the % scale 0 is the no-effect control and ±100 the full control effect
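Reconstituted *E. coli* holoenzyme (0.35 nM Pol III, 1 nM beta, 154 nM SSB, 2 nM primase) was preincubated with compound for 15 min at RT. Synthesis on 1.4 nM ssM13Gori ran 35 min, then was stopped with PicoGreen/EDTA and read as dsDNA fluorescence.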
Ub-GFP proteasome: Ubiquitin-GFP Assay; Ubiquitin-GFP reporter cells, proteasome inhibition, GFP fluorescence; response scale: untreated = 0%, 10 µM MG-132 = 100%; Potency, µM (doses to about 45.9 µM), inactives show at the top dose activation (GFP accumulation), usual class: activators; 67,000 tested, under 10 active; active means well fitted activation curve with a large enough effect, not every such curve was filed as active; inconclusive means small, poorly fitted or top-dose-only effect, or another doubt; inactive means no such curve, though single readings can be large or run the other way; further: potency means the concentration at half of the fitted maximal effect
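U2OS cells stably expressing ubiquitin(G76V)-GFP, seeded overnight in 0.5% FBS medium, were exposed to compounds (qHTS, 46 uM to 2.9 nM) for 4 hr at 37 °C. GFP-positive cells were counted by laser cytometry (488 ex/515 em), normalized between basal and 10 uM MG-132.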
BRCT PPI red: qHTS Assay for Inhibitors of BRCT-Phosphoprotein Interaction (Red Fluorophore); Breast cancer type 1 susceptibility protein (Homo sapiens), P38398; BRCT-phosphopeptide binding, red fluorescence polarization; Potency, µM (series often up to 76.9 µM), without a hit: at the top dose activity change, negative = inhibition, most hits filed as inhibitors; 0.03% of 75,000 active; AID 892, 2007; further: on the % scale 0 is the no-effect control and ±100 the full control effect
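Rhodamine-labelled pBACH1 10-mer (100 nM) bound to BRCT domain (100 nM) at pH 7.3; compounds incubated 12 min room temperature, polarization read. Free peptide defines full inhibition; unlabelled decapeptide titrated as control.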
ALOX15 inhib: qHTS Assay for Inhibitors of 15-hLO (15-human lipoxygenase); Potency, µM (top dose mostly 57.1 µM), without a hit: at the highest dose activity change, negative = inhibition, actives largely listed as inhibitors; Polyunsaturated fatty acid lipoxygenase ALOX15 (Homo sapiens), P16050; 1.4% of 74,000 active; AID 887, 2007; purified 15hLO-1, xylenol orange hydroperoxide absorbance; further: potency means the concentration at half of the fitted maximal effect; on the % scale 0 is the no-effect control and ±100 the full control effect; nearly all actives have a fitted effect of over 55% in size
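Quantitative HTS in 25 mM Hepes pH 7.5 containing 0.01% Triton X-100: human 15hLO-1 at 40 nM, arachidonic acid at 50 uM, 6 min turnover. Product quantified via ferrous oxidation/xylenol orange, 573:405 nm absorbance ratio.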
HBB splice mod: qHTS Assay for Modulators of Hemoglobin Beta Chain Splicing | HBB splicing reporter cell assay, activation; EGFP reporter with mutant IVS2-654 intron; response scale: normalised to 500 nM splice-correcting PNA | AID 925, 2007 | Potency, µM (highest dose often 46.1 µM), inactives show at the top dose activation, usual class: activators | 0.06% of 65,000 active; further: potency means the concentration at half of the fitted maximal effect; 0% is about no effect
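Compounds were applied for 2 days to HeLa EGFP-654 cells, 500/well in Optimem with 2% FCS. The reporter's EGFP is disrupted by mis-splicing of beta-globin intron IVS2-654. Readout: summed well GFP fluorescence from 488 nm laser scanning; reference was 500 nM antisense […] 654 PNA.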
CRE Fsk mod: Cell signaling CRE-BLA (Fsk stim). CHO CRE-bla reporter (cAMP response element driving beta-lactamase), forskolin EC10, beta-lactamase ratio. Potency, µM (titrated, usually from 38.2 µM), for inactives: top-dose activity change, negative = inhibition, hits mostly activators. 2.5% of 71,000 active; active means well fitted activation curve with a large enough effect in the signal ratio, with a control signal flat, not every such curve was filed as active; inconclusive means small, poorly fitted or top-dose-only effect, or effect the other way, or a change in a side signal; the % refers to the signal ratio; further: potency means the concentration at half of the fitted maximal effect; % of control where 0% means no effect
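qHTS titration format; CRE-bla CHO reporter; stimulus EC10 NKH 477, a water-soluble forskolin. Read: CCF4 460/530 nm ratio. Potency expressed as AC50 for activators or inhibitors.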
An asterisk follows results filed as active; ? = inconclusive; / = no result given; [ ] = another dose, or the depositor's remark. Unless noted, the call rests on the fitted dose curve; in most records, active means well fitted curve in the direction sought with a large enough effect; inconclusive means small, poorly fitted or top-dose-only effect, or another doubt; inactive means no such curve, though single readings can be large; an effect the other way counts as inactive or inconclusive.

no.	mol	GFP derepression	Hsp90 Hop PPI	BRCT PPI green	HADH2 inh	USP2a inh	Pol III holo inh	Ub-GFP proteasome	BRCT PPI red	ALOX15 inhib	HBB splice mod	CRE Fsk mod
1	NC(=O)N[C@H](CC(=O)O)C(=O)O	0%[9.22 µM]	-1%[11 µM]	-1.8%[15.4 µM]	3%[11.4 µM]	/	-1%[11.4 µM]	-9%[9.17 µM]	-0.7%[15.4 µM]	3%[11.4 µM]	3.7%[9.22 µM]	-1%[7.6 µM]
2	O=C(c1ccc2nc(N3CCCCC3)sc2c1)N1CCN(Cc2ccc3c(c2)OCO3)CC1	7%	-11%	0.3%	-4%	/	-5%	0%	-0.7%	-1%	-0.8%	7%
3	O=C(Oc1cccnc1)c1cc2ccccc2oc1=O	0%	-2%	-0.8%	20µM*	-11%	-2%	3%	-1.1%	-4%	-0.2%	-13%
4	O=C(NCCC1=CCCCC1)c1ccc(Br)o1	0%	-3%	-3.7%	-9%	-11%	-9%	2%	-3.4%	?	0.9%	-10%
5	O=C1c2ccccc2NC2CCCCC12 (configuration not stated)	0%	-5%	0.0%	7%	8%	-7%	-5%	1.0%	-13%	-0.3%	?
6	COc1ccccc1C1/C(=C(/O)c2ccc(Cl)cc2)C(=O)C(=O)N1CCN1CCOCC1 (configuration not stated)	-2%	?	-1.1%	-4%	8%	2%	0%	-0.2%	-5%	1.2%[1.84 µM]	?
7	COc1ccc(Br)cc1C1CC(=O)N2CN(Cc3ccccc3)CSC2=C1C#N (configuration not stated)	/	2%[2.3 µM]	0.0%	2µM*	/	-8%	15%	0.9%	2.5µM*	-1.6%	?
8	COc1ccc(C(CC(=O)O)NC(=O)COc2ccccc2)cc1 (configuration not stated)	0%	-2%	-2.2%	-12%	-2%	-3%	5%	-0.6%	-2%	-1.2%	-3%
9	CCc1ccccc1N1C[C@@]23C=C[C@@H](O2)C(C(=O)OCC(C)C)[C@H]3C1=O (some centres not stated)	2%	-2%	-1.7%	4%	2%	-1%	-3%	-2.8%	3%	-2.1%[57.5 µM]	-2%
10	Brc1ccc2nc3c(n2c1)CCCC3	-4%	-2%	0.8%	2%	-7%	2%	-9%	1.8%	9%	-0.9%	3%
11	COC(=O)c1[nH]c2cc(C)ccc2c1NC(=O)CN1CCc2cc(OC)c(OC)cc2C1	-3%	-8%	0.4%	4%	35%[activator]	-6%	0%	-0.8%	-25%	-1.8%[57.5 µM]	2µM*
12	CNc1nc(-c2ccc(N(C)C)cc2)nc2ccccc12	14%[9.22 µM]	-10%	-0.4%	?	17%	-26%	-4%	-0.2%	?	?	?
13	Cc1cc(C)n2nc(SCC(=O)Nc3c(C)nn(-c4ccccc4)c3C)nc2n1	3%	0%	-1.3%	11%	4%	0%	-1%	-0.8%	-5%	0.2%[57.5 µM]	13%
14	O=C(Nc1ccccc1)N1CC2(CCN(C(=O)c3cccc(F)c3)CC2)C1	-2%[9.22 µM]	-5%	0.1%	-6%	-10%	11%	-4%	-1.2%	9%	1.8%	-3%
15	COC(=O)C(C(=O)Nc1ncccn1)C1CCCCCC1 (configuration not stated)	0%	-3%	-1.4%	5%	2%	-7%	5%	-0.6%	6%	0.5%	-10%

Next section:
no.	mol	GFP derepression	Hsp90 Hop PPI	BRCT PPI green	HADH2 inh	USP2a inh	Pol III holo inh	Ub-GFP proteasome	BRCT PPI red	ALOX15 inhib	HBB splice mod	CRE Fsk mod
16	Cc1ccc(N(C(=O)c2cccs2)C2C=CS(=O)(=O)C2)cc1 (configuration not stated)	2%	-1%	-3.1%	2%	/	-4%	-9%	0.8%	5%	0.3%	-3%
17	CCN(CC)C(=O)CP(=O)(c1ccccc1)c1ccccc1	0%	-6%	0.5%	-3%	2%	1%	6%	-0.2%	5%	-1.1%	-1%
18	C[C@@H]1C=C[C@](Cc2ccccc2)(C(=O)NCC2CC2)N1C(=O)c1ccccc1	/	-2%	-1.2%	12%	/	1%	/	0.1%	-10%	-1.7%	-1%
19	CCNc1nc(NC#N)nc(SCC(=O)OCC)n1	1%	1%	-1.9%	7%	-4%	-2%	14%	0.2%	8%	-1.5%	0%
20	CCN(CC)c1ccc(C(=O)OCC(=O)c2ccco2)cc1	0%	-5%	-1.8%	-10%	4%	-4%	-2%	0.6%	7%	0.1%	0%
21	COc1ccc(C2C(C(=O)NCc3ccccn3)c3ccccc3C(=O)N2C)cc1OC (configuration not stated)	1%	-8%	1.1%	0%	0%	1%	9%	-0.1%	4%	0.6%	?
22	O=C(COC(=O)c1n[nH]c2ccccc12)NC(=O)NCc1ccco1	0%	-11%	-0.1%	-9%	47%[activator]	-2%	2%	0.0%	-15%	-3.6%	-8%
23	CCS(=O)(=O)NCCc1ccc(OC)c(OC)c1	-3%	-4%	0.7%	22%	1%	-12%	5%	0.5%	8%	-0.1%	-9%
24	CCC(C)N1CC(O)=C(c2nc3ccccc3[nH]2)C1=N (configuration not stated)	-5%	-3%	-2.9%	14%	-11%	4%	1%	-0.9%	-15%	-5.9%	?
25	COCCCn1c(SCC(=O)N2CCc3ccccc32)nnc1-c1ccoc1C	0%	0%	1.3%	-8%	23%	-3%	2%	-0.7%	-13%	0.9%[57.5 µM]	2%
26	CC(=O)c1ccc(OC(C)C)c(CN2CCCCC2)c1	-2%	-1%	-3.0%	3%	/	-5%	-1%	-2.0%	15%	-0.1%[57.5 µM]	4%
27	CCN(CC)S(=O)(=O)c1ccc(NC(=O)CSc2nnc(-c3ccc(F)cc3)o2)cc1	-4%	0%	1.2%	12%	/	-4%	-1%	-0.9%	-14%	-0.1%[57.5 µM]	-6%
28	CCCS(=O)(=O)N1CCN(C(=O)c2ccco2)CC1	4%	-2%	-2.0%	6%	0%	-2%	-9%	1.1%	-3%	0.6%	-1%
29	CCCc1n[nH]c2c1C(=O)CC(C)(C)C2	0%	-3%	-2.0%	-20%	9%	0%	-1%	-0.3%	7%	-0.5%	6%
30	COc1ccc(CN2CCOCC2)cc1Br	2%	-1%	0.2%	7%	1%	-8%	-13%	0.6%	0%	-2.7%	-11%

The results go on:
no.	mol	GFP derepression	Hsp90 Hop PPI	BRCT PPI green	HADH2 inh	USP2a inh	Pol III holo inh	Ub-GFP proteasome	BRCT PPI red	ALOX15 inhib	HBB splice mod	CRE Fsk mod
31	COCCCNS(=O)(=O)c1ccc(OC)c(Cl)c1Cl	2%	0%	0.6%	3%	0%	-3%	8%	-0.2%	4%	0.3%	10%
32	CCOC(=O)c1[nH]c(C)c(C(=O)NC(C)(C)C)c1C	-3%	1%	-0.1%	8%	7%	0%	13%	0.1%	-1%	0.3%	6%
33	NC(CC(=O)OC1CCCCC1)C(=O)OC1CCCCC1 (configuration not stated)	-1%	1%	-1.3%	4%	0%	-4%	-1%	0.0%	-8%	-1.8%	4%
34	Cn1c(NC(=O)C2c3ccccc3Oc3ccccc32)cc(=O)n(C)c1=O	-5%	2%	1.1%	4%	36%[activator]	1%	0%	1.2%	-7%	0.3%	?
35	CCOC(=O)c1cnc2ccc(C(=O)OC)cc2c1NCc1ccco1	4%	1%	4.2%	-18%	-4%	-5%	3%	-1.7%	-1%	0.3%	9%
36	CCOC(=O)c1c(NC(=O)CSc2n[nH]c(-c3ccco3)n2)sc(C)c1C	3%	-10%	-1.7%	-17%	30%[activator]	-3%	-2%	-0.6%	?	2.0%	0.063µM*
37	N#CNC1=NCN(CCc2ccccc2)CN1	4%	-3%	-1.4%	-6%	-5%	-3%	/	0.7%	7%	4.3%[0.369 µM]	9%
38	Cc1cc(N2CCOCC2)cc(C)[n+]1[O-]	-4%	-2%	-1.3%	18%	-5%	0%	-1%	0.8%	5%	/	-1%

Bioassay records as filed in PubChem.

Only part of the results is shown (hit frequency here may not be typical).
